Screens deposited in PubChem BioAssay by Sanford-Burnham Center for Chemical Genomics.
Artemis inh – inhibitors of human Artemis endonuclease activity; inhibition, % at 10 µM; recombinant Artemis, quenched FAM hairpin cleavage fluorescence; hit rate 0.78% among 30,000; Q96SD1;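 active means at 10 µM dose, at least 30% inhibition, measured as corrected fluorescence normalized to stimulator and neutral control wells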
Target sequence (Q96SD1 whole entry, looked up): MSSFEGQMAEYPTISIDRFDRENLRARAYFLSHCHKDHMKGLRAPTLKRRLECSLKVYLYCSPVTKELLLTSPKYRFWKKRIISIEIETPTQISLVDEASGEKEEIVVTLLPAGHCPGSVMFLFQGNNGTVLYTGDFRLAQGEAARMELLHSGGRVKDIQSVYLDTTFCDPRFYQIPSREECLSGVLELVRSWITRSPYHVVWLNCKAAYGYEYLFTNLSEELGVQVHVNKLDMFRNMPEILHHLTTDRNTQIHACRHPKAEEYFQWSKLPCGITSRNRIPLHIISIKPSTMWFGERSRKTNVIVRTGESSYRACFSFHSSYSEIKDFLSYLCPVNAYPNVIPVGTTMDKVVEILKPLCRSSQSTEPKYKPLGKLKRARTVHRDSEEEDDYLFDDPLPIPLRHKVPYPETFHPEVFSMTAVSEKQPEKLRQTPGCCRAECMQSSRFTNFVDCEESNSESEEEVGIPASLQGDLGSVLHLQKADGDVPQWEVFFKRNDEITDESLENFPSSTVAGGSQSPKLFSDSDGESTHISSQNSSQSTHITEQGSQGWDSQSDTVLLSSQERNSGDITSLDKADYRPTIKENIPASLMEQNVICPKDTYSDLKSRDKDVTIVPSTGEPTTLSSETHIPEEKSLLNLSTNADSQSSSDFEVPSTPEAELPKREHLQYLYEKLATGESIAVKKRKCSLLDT
Active calls of the source: *. A portion of the library; rates above refer to the full screens.

No.	mol	Artemis inh
1	Cn1nnnc1SCSc1nnnn1C	-5.3
2	O=C1CC(c2ccncc2)c2cc3c(cc2N1)OCO3 (stereo unspecified)	5.7
3	O=S(=O)(Nc1ccc(Cl)c(C(F)(F)F)c1)c1cnc[nH]1	4.0
4	Cc1cc(Cl)c(OCCCn2cncn2)c(Br)c1	2.0
5	O=S1(=O)CC(O)C(Nc2ccc(Cl)cc2)C1 (stereo unspecified)	-4.2
6	CN1CCN(S(=O)(=O)c2ccc(NC(=S)NC(=O)c3ccccc3)cc2)CC1	10.4
7	CCCn1nc(NC(=O)c2cccs2)c2cc3cc(OC)ccc3nc21	19.1
8	O=C(Cc1cccs1)Nc1ccc(S(=O)(=O)N2CCCCC2)cc1	10.5
9	Cc1ccc(Cn2c(SCC(C)C)nc3c2c(=O)[nH]c(=O)n3C)cc1	-1.0
10	Clc1ccc(-c2noc(CN3CCCC3)n2)cc1	0.4
11	CN(C)C(=O)CSCc1c(Cl)cccc1Cl	-2.4
12	CCC(C)OC(=O)C1=C(C)NC(=O)CC1c1ccccc1OC (stereo unspecified)	-5.6

Part of the list above, set out differently.
4	Cc1cc(Cl)c(OCCCn2cncn2)c(Br)c1
  Artemis inh: 2.0

5	O=S1(=O)CC(O)C(Nc2ccc(Cl)cc2)C1 (stereo unspecified)
  Artemis inh: -4.2

6	CN1CCN(S(=O)(=O)c2ccc(NC(=S)NC(=O)c3ccccc3)cc2)CC1
  Artemis inh: 10.4

7	CCCn1nc(NC(=O)c2cccs2)c2cc3cc(OC)ccc3nc21
  Artemis inh: 19.1

Next entries.
No.	mol	Artemis inh
13	COc1ccc(C2=Nc3ccccc3OC2)cc1	7.1
14	Cc1ccc(C(=O)N2CC3(C(C)C)CN(C(=O)c4ccc(C)cc4)CC(C(C)C)(C2)C3=O)cc1	10.4
15	N/C(COc1ccc(F)cc1)=N\NC(=O)c1cccnc1Oc1ccccc1	1.6
16	O=C1CCC(C(=O)Nc2cccc3ccccc23)N1 (stereo unspecified)	-5.2
17	Cn1c(SCC(=O)N2CCCc3ccccc32)nnc1-c1c[nH]c2ccccc12	-0.1
18	CCSCC1COC(c2cccn2Cc2ccc(C)cc2)=N1 (stereo unspecified)	5.4
19	CCOC(=O)CC(=O)Nc1nc2ccccc2s1	-11.8
20	O=C(CSc1nc2ncc(Br)cc2[nH]1)Nc1ccc2c(c1)OCO2	1.2
21	CCCCCCOC(=O)C1=C(C)NC(=O)NC1c1ccc(O)cc1 (stereo unspecified)	-5.4
22	O=C(OCC(=O)N1CCCCC1)c1cc2ccccc2cc1O	0.2
23	Cn1c(=O)n(C)c2cc(S(=O)(=O)NCCc3ccccc3)ccc21	-8.2
24	N#CC1(c2ccccc2)CCCN1C(=O)c1ccccc1Br (stereo unspecified)	-9.8

Next compounds:
No.	mol	Artemis inh
25	S=c1[nH]nc(Cc2cccc3ccccc23)n1-c1ccccc1	-0.6
26	COc1ccc(S(=O)(=O)n2oc(=O)cc2-c2ccccc2)cc1OC	-2.2
27	CCCC(C)NC(=O)COC(=O)c1ccc(Cl)c(S(N)(=O)=O)c1 (stereo unspecified)	-7.6
28	O=C(c1cn(-c2ccccc2)nc1-c1ccccc1)n1nnc2ccccc21	-6.2
29	CCc1ccccc1NC(=O)CSc1nnc([C@@H]2CCCN2C(=O)OC(C)(C)C)o1	-4.6
30	Cc1ccc(N2C(=O)CC(Cn3nc(C)cc3C)C2=O)cc1 (stereo unspecified)	1.2
31	CCOC(=O)Cn1c(=N)n(Cc2ccccc2F)c2ccccc21	-0.5
32	O=C1CC(N2CCN(c3nc4ccccc4s3)CC2)C(=O)N1Cc1cccs1 (stereo unspecified)	-4.6
33	CN(NS(=O)(=O)c1ccccc1)c1nc2ccccc2nc1C(F)(F)F	0.0
34	O=C(Nc1ccc(Cl)cc1)NC1CCCC1Cc1ccco1 (stereo unspecified)	-1.9
35	CCOc1ccc(C2/C(=C(/O)c3ccc(F)cc3)C(=O)C(=O)N2CCCN(C)C)cc1 (stereo unspecified)	-8.6
36	Cn1c(=O)c(NCCO)c2c3c(cccc31)C(=O)c1ccccc1-2	-100.6

The results go on.
No.	mol	Artemis inh
37	COc1ccc(NC(=O)Cc2nnc(SCC(=O)Nc3cc(C)ccc3OC)n2C)cc1	18.8
38	CCN1CCN(c2c(Cl)cccc2NC(=O)c2ccco2)CC1	-6.6
39	COc1cccc(/C=N/n2c(SC)nnc2-c2ccccc2)c1OC	-2.9
40	O=c1c2[nH]c3ccc(F)cc3c2ncn1C1CCCCC1	-3.1
41	CC1(C)C/C(=C(/C#N)C(N)=O)CCO1	8.6
42	Cc1ccccc1C(=O)NC1CCS(=O)(=O)C1 (stereo unspecified)	6.9
43	O=C(Nc1ccccc1C(=O)O)c1cccc(NC(=O)c2ccc(Br)o2)c1	11.9
44	CC(C)Nc1nc(NC(C)C)nc(N(C)n2cnnc2)n1	-5.5
45	CNC(=O)NC(=O)CSc1nnc(C(F)(F)F)n1C	5.4
46	CC(C)CC(C(=O)NC(=O)NCc1ccccc1)N1C(=O)c2ccccc2C1=O (stereo unspecified)	11.9
47	CCOc1ccc(NC(=O)CSc2nnc(-c3ccco3)n2C)cc1	-4.5
48	COc1ccc(-n2c(C)nc3cc(C(=O)NCc4ccco4)ccc32)cc1	1.2

The list continues.
No.	mol	Artemis inh
49	Cc1cc(C(=O)NNC(=S)NC(C)c2ccccc2)c2ccccc2n1 (stereo unspecified)	4.8
50	CCc1cc2c(SCC(=O)C(C#N)=C3N(C)c4ccccc4N3C)ncnc2s1	8.7
51	Cc1cc(-c2[nH]nc3c2C(c2ccc(Cl)cc2)C(C#N)=C(N)O3)c(C)s1 (stereo unspecified)	-8.4
52	O=C(CCC(=O)OCC(=O)c1ccc(Br)cc1)NC1CCCCC1	-3.7
53	Cc1nc(-c2ccccc2)c(-c2ccccc2)[nH]1	-5.5
54	Nc1nc(NC(=O)c2cccc(S(=O)(=O)N3CCCCCC3)c2)nc(-c2ccccc2)n1	-1.3
55	COC(=O)C(NC(C)=O)(Nc1ccc(Br)cn1)C(F)(F)F (stereo unspecified)	-0.5
56	O=C1CC(c2cccc([N+](=O)[O-])c2)c2c(ccc3ccccc23)N1 (stereo unspecified)	-1.2
57	CCCOc1c(OC)cccc1C1CC(=O)Nc2cc3c(cc21)OCO3 (stereo unspecified)	5.8
58	Cc1cccc(-n2ccnc2SCC(=O)Nc2cc(C)on2)c1	-2.8
59	Cc1cc(C)c2c(n1)sc1c(=O)n(Cc3ccccc3Cl)nnc12	8.8
60	COC(=O)c1cc(-c2ccccc2)n(CC(=O)O)c1C	7.5

Next section
No.	mol	Artemis inh
61	CCOC(=O)c1c(NC(=O)C2C3CCC(O3)C2C(=O)O)sc(C)c1-c1ccc(F)cc1 (stereo unspecified)	8.0
62	CCOC(=O)N1CCN(C(=O)CSc2ccc(Cl)cc2)CC1	-0.3
63	CO/N=C/c1ccc(Sc2ccccc2)c([N+](=O)[O-])c1	9.7
64	O=C1NC(c2ccccn2)Nc2sc3c(c21)CCC3 (stereo unspecified)	3.8
65	CCCC(=O)Nc1ccc(-c2nc3cc(C)c(C)cc3o2)c(O)c1	6.5
66	Nn1c(SCC(=O)N2CCOCC2)nnc1-c1ccco1	6.8
67	Cc1cc(=O)n2c3c(cccc13)CCC2	-4.7
68	Cc1cc(NC(=O)CCCC(=O)Nc2ccc(F)cc2)no1	0.9
69	ONC=Nc1cccc2nonc12	-0.7
70	COc1cccc(CNc2ncnc3cc(OC)c(OC)cc23)c1	-4.7
71	COc1ccc(CNC(=O)Nc2cccs2)cc1OC	-7.4
72	O=C(Cn1c(=O)n(CC(=O)NCc2ccccc2)c2ccccc21)NCc1ccccc1	-0.2

Next compounds follow:
No.	mol	Artemis inh
73	N#Cc1c(NC(=O)CSc2nnc(-c3ccco3)n2-c2ccccc2)sc2c1CCC2	35.9*
74	Cc1nnc2c(Oc3ccccc3)nc3ccccc3n12	-3.7
75	NC(=O)c1nsc(C(=O)N(CC(=O)NCc2ccc3c(c2)OCO3)C2CCCCC2)c1N	-1.5
76	Cc1cc(C)n2c3c(c(C#N)c2n1)CC(C)(C)OC3	-6.8
77	O=C(CN1CCN(c2ccccc2)CC1)Nc1nccs1	-2.3
78	COc1ccc(Cl)cc1NC(=O)C1CC(=O)N(c2ccc(F)cc2)C1 (stereo unspecified)	-1.3
79	CCn1c(=O)c(C(=O)NCc2ccccn2)c(O)c2ccccc21	-5.2
80	CC1=C(OC(=O)c2ccccc2)C(C)(C)C(c2ccccc2)OC1=O (stereo unspecified)	-2.0
81	CCOc1ccc(CC(=O)Nc2c(C(N)=O)oc3ccccc23)cc1OCC	-2.9
82	O=C(Nc1ccc(F)cc1)N1CCN2C(=O)c3ccccc3C12c1ccccc1 (stereo unspecified)	2.6
83	O=C(Nc1cccc(C(F)(F)F)c1)c1cccnc1N1CCCC1	-5.0
84	Cc1ccccc1N1C(=O)N(c2cccc(C(F)(F)F)c2)C2CS(=O)(=O)CC21 (stereo unspecified)	5.8

New compounds follow
No.	mol	Artemis inh
85	CCOC(=O)/C(N=Nc1ccc(F)cc1)=C(/O)c1ccc([N+](=O)[O-])cc1	-1.8
86	CC1CC(C)(C)NCc2ccccc21 (stereo unspecified)	-8.7
87	CCN(CC)c1nc(OC)nc(-n2nnc(C(C)=O)c2C)n1	-7.4
88	CS(=O)(=O)c1nc(-c2ccccc2)cc(-c2ccccc2)c1C#N	4.8
89	O=C(c1ccccc1)N1CCN(C(=O)c2ccc(OC(F)(F)F)cc2)CC1	-7.1
90	Cc1cccc(C)c1Oc1nc(-c2ccccc2)ncc1S(=O)(=O)c1ccccc1	-3.2
91	COc1ccc(C)cc1C(=O)C1CC(C(=O)O)C(C)(C)C1C (stereo unspecified)	-6.5
92	CCCS(=O)(=O)N1CCCC(C(=O)NCCc2ccc(OC)c(OC)c2)C1 (stereo unspecified)	-0.9
93	Cc1cc(C)c(S(C)(=O)=O)c(S(=O)c2ccc(Cl)cc2)n1 (stereo unspecified)	2.2
94	CCOc1ccc(CCNC(=O)C2CCCN(c3nn4c(=O)cc(C)nc4s3)C2)cc1OCC (stereo unspecified)	1.4
95	COc1ccc(Nc2oc(-c3cccs3)nc2C#N)cc1	3.0
96	Cc1cc(OCC(=O)Nc2ccc(S(=O)(=O)N3CCN(C)CC3)cc2)cc(C)c1Cl	2.0

New compounds follow.
No.	mol	Artemis inh
97	CCC1(C)Cc2ccccc2-c2nc(NCCO)[nH]c(=O)c21 (stereo unspecified)	9.2
98	CCCNc1[nH]c(=O)n(C)c(=O)c1N=O	-0.4
99	CCOC(=O)c1[nH]c(=O)[nH]c1COC(=O)c1cc2ccccc2o1	-3.3
100	CCOC(=O)c1c(C)[nH]c(C(=O)COC(=O)c2cnc(C)cn2)c1C	-4.0
101	S=C(NCCSCc1ccccc1Cl)Nc1ccccc1	-0.8
102	COC(=O)c1ccccc1NC(=O)c1cnn2c(C(F)F)cc(C3CC3)nc12	2.1
103	C=C1CSc2nc3ccccc3c(=O)n21	-21.7
104	Cc1ccccc1NC(=S)Nc1cccc([N+](=O)[O-])c1	2.6
105	O=C(O)c1ccccc1C(=O)OCc1ccccc1	-3.8
106	CCCCOc1ccc(NC(=O)CN2CCN(C(=O)OCC)CC2)cc1	0.1
107	CC(=O)N1CCN(C(=O)CCc2c[nH]c3ccccc23)CC1	4.9
108	Cc1ccc(/C=N/n2c(C)nnc2C)cc1	-2.1

Next section.
No.	mol	Artemis inh
109	Cc1ccccc1NCc1ccccc1O	-3.5
110	CCCCn1c(/N=C/c2ccc(N(C)C)cc2)nc2ccccc21	-0.5
111	CCCC(=O)Nc1ccc(-c2nc3cc(C)ccc3o2)cc1	-1.4
112	CC(NC(=O)C1CCN(c2nnc(-n3cccc3)s2)CC1)C12CC3CC(CC(C3)C1)C2 (stereo unspecified)	-1.9
113	Cc1cc(C)nc(-n2nc(C)c(C3(O)C(=O)Nc4ccc(F)cc43)c2N)n1 (stereo unspecified)	-3.4
114	CCOc1ccccc1N(CC(=O)Nc1ccc(S(=O)(=O)N2CCOCC2)cc1)S(=O)(=O)c1ccccc1	19.1
115	CCOc1cc(C2CC(=O)c3c(ccc4ccccc34)N2)ccc1O (stereo unspecified)	-2.9
116	O=C1CCC(=O)N1OCCCOc1ccc(Br)cc1Cl	-9.5
117	CC1(C)N=C(N)NC(Nc2cccc(Br)c2)=N1	8.3
118	CC(=O)Nc1ccc(NC(=O)N2CCCCC2)cc1	-5.5
119	CC1=C(C(=O)O)N2C(=O)C(NC(=O)c3nn(C)cc3Cl)C2SC1 (stereo unspecified)	1.1
120	Cc1ccccc1-n1ncc2c([N+](=O)[O-])cc([N+](=O)[O-])cc21	4.7

Carrying on.
No.	mol	Artemis inh
121	Cc1c(C(=O)NCCCN2CCOCC2)sc2ncnc(N3CCN(c4ccccc4)CC3)c12	5.5
122	CC(=O)N1c2ccccc2C(=O)OC1c1cccnc1 (stereo unspecified)	-3.2
123	Cc1nc2nc(-c3ccco3)[nH]n2c(=O)c1Cc1ccccc1	-5.2
124	O=C(Cn1c(=O)n(Cc2ccco2)c(=O)c2ccccc21)NCC1CCCO1 (stereo unspecified)	-7.5
125	CC(OC(=O)CN1C(=O)NC(C)(C)C1=O)C(=O)c1ccccc1 (stereo unspecified)	-5.3
126	N#Cc1ccsc1NC(=O)CN1CCN(c2ccccn2)CC1	4.4
127	COc1cnc(N(C)C)nc1Sc1ccc(Cl)cc1	8.2
128	Cc1ccc2c(c1)N(C(=O)CSc1nncn1C)C(C)(C)c1ssc(=S)c1-2	-11.1
129	Cc1c(NCc2cc(Cl)ccc2O)c(=O)n(-c2ccccc2)n1C	1.0
130	COC(=O)c1ccccc1NC(=O)C1CC(=O)N(c2ccc(F)cc2)C1 (stereo unspecified)	-1.8
131	Cc1ccc(NC(CNS(=O)(=O)c2ccc(Cl)cc2)c2ccccc2)cc1 (stereo unspecified)	-5.8
132	Cc1ccc(C(C)C)c(OCC(=O)Nc2ccc3c(c2)nc(CN2CCCC2)n3C)c1	15.5
133	CCC1=NC(c2ccc(OC)cc2)N(O)C1(C)C (stereo unspecified)	-2.8
134	O=C(CN(Cc1cccs1)C(=O)CSc1nnc(COc2ccccc2)o1)NC1CCCCC1	21.0
